# Compound activity deposited in PubChem by several laboratories.
# CSN deneddyl inh: inhibitors of human CSN-mediated cullin deneddylation. Q92905. Purified CSN, SCF-Nedd8-OG deneddylation, fluorescence polarization. inhibition, % at 12.5 µM. hit rate 0.38% among 360,000;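 active = pattern-corrected inhibition above about 35%, with an unprinted fluorescence ratio check between 0.5 and 1.5, limit read from the data, passing the limit was not always enough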;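 also: 0% = enzyme with substrate and 100% = substrate without enzyme; some results filed as inactive read as strong as hits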
#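 Material: human Csn5 produced in HEK293T cells; Input: enzyme 0.24 nM; Reagent: SCFSkp2-Nedd8OG substrate at 10 nM final; Dosing: 12.5 µM compound; Incubation: 90 min reaction at room temperature; Detection: fluorescence polarization of the substrate; Evaluation: % inhibition of substrate cleavage by Csn5; Control set: substrate-only high control, full reaction low control.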
# DNMT1 inh: blocks human DNA methyltransferase DNMT1. inhibition (reported as % activation of signal), % at 10 µM. P26358. hit rate 0.83% among 360,000. DNMT1 molecular beacon, Hinp1I cleavage, fluorescence. AID 588458; in the data active = inhibition above about 50%
# STEP block: blocks human striatal-enriched tyrosine phosphatase | P54829 | recombinant STEP, OMFP fluorogenic substrate, fluorescence | inhibition, % at 20 µM | hit rate 0.25% among 360,000;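 active = inhibition at 20 µM, scaled per plate between control wells, above about 37%, limit read from the data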;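 also: 0% = DMSO with enzyme and substrate and 100% = substrate only without enzyme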
#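 Test system: STEP tyrosine phosphatase / Reagent: OMFP at 25 µM / Doses: 20 µM, 1% DMSO / Read-out: percent inhibition scaled to no-enzyme and uninhibited-enzyme controls, plate-pattern corrected / Detection: FITC-channel fluorescence of OMFP product / Medium: Bis-Tris buffer pH 6.0, 2.5 mM DTT, 0.005% Tween 20 / Schedule: 20 min at room temperature, dark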
# Scp1 inh: inhibitors of human Scp-1 phosphatase; Q9GZU7; Recombinant Scp1, phosphopeptide, malachite green phosphate absorbance; inhibition, % at 20 µM; hit rate 0.88% among 340,000;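 active = inhibition above about 50% at 20 µM, limit read from the data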;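 also: plate controls were DMSO wells with enzyme for no effect and wells lacking enzyme for full effect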
#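 Test system: SCP-1 phosphatase catalytic domain, residues 76-261; measured by: colorimetric phosphate reagent with accelerator and stabiliser, absorbance at 630 nm; timing: enzyme reaction 45 min at room temperature, colour 5 min, stabilisation 30 min; also added: Phosphorylated 17-residue peptide substrate; compound dosing: one concentration, 20 µM, with 1.0% DMSO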
# SUMO1 PPI mod: SUMO1-SIM interaction modulation; P63165; SUMO1 binding to a labelled peptide, TR-FRET, 1 h; inhibition, % at 20 µM; hit rate 0.33% among 360,000; AID 602429; in the data active = inhibition above about 37%
# NadD inh: NadD (S. aureus) enzyme inhibition; purified NadD enzyme, colorimetric absorbance read-out; inhibition, % at 20 µM; hit rate 0.78% among 360,000; in the data active = inhibition above about 26%; also: some compounds past the cut are filed as inactive
# Rin1 Abl inh: inhibitors of human Rin1-Abl protein interaction; hit rate 0.4% among 360,000; inhibition, % at 7.35 µM; TR-FRET Rin1/Abl binding, biochemical; P00519+Q13671; in the data active = inhibition above about 5%, passing the limit was not always enough
# Target sequence (P00519 whole entry, looked up): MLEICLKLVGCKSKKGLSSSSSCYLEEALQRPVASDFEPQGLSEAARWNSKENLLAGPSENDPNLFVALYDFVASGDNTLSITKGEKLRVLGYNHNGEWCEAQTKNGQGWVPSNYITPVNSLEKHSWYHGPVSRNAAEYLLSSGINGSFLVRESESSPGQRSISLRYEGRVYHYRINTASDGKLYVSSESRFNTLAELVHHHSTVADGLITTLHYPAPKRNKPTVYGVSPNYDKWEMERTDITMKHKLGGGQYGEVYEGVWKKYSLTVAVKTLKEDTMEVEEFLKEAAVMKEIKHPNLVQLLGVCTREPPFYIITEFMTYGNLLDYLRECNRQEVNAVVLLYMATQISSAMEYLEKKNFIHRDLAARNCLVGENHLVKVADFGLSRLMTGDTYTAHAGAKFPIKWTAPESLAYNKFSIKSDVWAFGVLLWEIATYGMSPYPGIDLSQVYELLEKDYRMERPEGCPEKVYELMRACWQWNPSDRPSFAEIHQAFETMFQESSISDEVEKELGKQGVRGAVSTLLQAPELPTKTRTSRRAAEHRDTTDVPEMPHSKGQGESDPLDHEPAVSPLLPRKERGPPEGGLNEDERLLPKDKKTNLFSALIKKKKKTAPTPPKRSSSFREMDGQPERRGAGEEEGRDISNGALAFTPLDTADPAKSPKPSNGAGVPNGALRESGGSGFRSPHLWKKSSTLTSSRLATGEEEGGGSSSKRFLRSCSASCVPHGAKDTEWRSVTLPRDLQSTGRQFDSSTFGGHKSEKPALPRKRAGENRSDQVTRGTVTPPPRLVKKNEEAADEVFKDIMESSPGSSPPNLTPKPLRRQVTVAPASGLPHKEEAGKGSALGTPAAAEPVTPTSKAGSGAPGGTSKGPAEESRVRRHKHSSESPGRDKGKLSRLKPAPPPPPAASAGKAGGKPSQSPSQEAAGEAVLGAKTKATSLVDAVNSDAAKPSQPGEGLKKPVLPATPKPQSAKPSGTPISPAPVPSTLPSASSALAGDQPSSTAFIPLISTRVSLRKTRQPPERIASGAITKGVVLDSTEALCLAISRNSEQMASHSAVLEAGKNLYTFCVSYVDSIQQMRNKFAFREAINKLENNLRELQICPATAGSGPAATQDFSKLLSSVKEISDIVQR
# Target sequence (Q13671 whole entry, looked up): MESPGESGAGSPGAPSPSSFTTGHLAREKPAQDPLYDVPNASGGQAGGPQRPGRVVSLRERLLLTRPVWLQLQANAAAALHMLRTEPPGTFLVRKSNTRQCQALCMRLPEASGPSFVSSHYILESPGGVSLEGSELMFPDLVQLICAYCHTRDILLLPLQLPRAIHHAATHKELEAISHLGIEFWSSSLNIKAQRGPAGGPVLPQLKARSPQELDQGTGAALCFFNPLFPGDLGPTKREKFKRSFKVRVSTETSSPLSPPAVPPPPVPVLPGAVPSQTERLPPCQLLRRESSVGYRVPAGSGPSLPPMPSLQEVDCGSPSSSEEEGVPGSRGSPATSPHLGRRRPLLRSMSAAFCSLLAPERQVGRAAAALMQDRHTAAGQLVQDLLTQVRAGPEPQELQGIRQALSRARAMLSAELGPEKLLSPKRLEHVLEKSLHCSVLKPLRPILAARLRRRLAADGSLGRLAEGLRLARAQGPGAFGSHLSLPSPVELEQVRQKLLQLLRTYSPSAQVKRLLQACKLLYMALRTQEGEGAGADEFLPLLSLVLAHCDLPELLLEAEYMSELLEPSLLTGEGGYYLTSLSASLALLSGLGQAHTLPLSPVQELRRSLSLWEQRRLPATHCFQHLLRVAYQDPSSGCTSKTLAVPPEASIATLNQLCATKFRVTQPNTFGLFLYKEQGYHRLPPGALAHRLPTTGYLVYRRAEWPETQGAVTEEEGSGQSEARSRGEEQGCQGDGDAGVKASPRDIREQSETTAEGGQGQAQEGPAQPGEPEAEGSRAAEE
# LMPTP block: LMPTP (human) inhibition. P24666. recombinant LMPTP-A, OMFP fluorogenic substrate, fluorescence intensity. inhibition, % at 20 µM. hit rate 0.22% among 360,000. AID 651560;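 active = compounds that cut the enzyme signal by at least half of the control window in the single-dose screen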;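 also: plate controls were DMSO wells with enzyme plus substrate for no effect and substrate without enzyme for full effect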
#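 Assay system: LMPTP-A enzyme. Input: 0.625 nM LMPTP-A final. Probe or stimulus: 400 µM OMFP. Compound dosing: single 20 µM dose. Schedule: 50 min dark incubation at room temperature. Detection: fluorescence intensity of OMFP turnover product. Read-out: percent inhibition versus substrate-only and uninhibited controls. Benchmarks: no-enzyme low control, uninhibited high control.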
# Neddylation inh: inhibitors of human cullin neddylation | TR-FRET cullin neddylation, biochemical | P61081+Q13564 | hit rate 0.58% among 360,000 | calls only at 25 µM; in the data active = inhibition above about 36%
# Rpn11 inh: inhibitors of human proteasome Rpn11; hit rate 0.59% among 360,000; calls only at 20 µM; human 26S proteasome, Ub4-pepOG fluorescence polarization; 20S core pre-blocked with epoxomicin; AID 588493;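 active = inhibition at 20 µM, scaled to each plate's controls, above about 33%, limit read from the data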
# Starred values were filed as active, the others as inactive; i = inactive; / = no result given. This is a random part of the collection; 3.8% or so of the library scored in one or more.
item	SMILES	CSN deneddyl inh	DNMT1 inh	STEP block	Scp1 inh	SUMO1 PPI mod	NadD inh	Rin1 Abl inh	LMPTP block	Neddylation inh	Rpn11 inh
1	O=C(NCc1ccncc1)c1cccc(S(=O)(=O)N2CCc3ccccc32)c1	-4	0	-1	-4	4	1	3	-1.1	i	i
2	Cc1ccsc1/C=N/N1CCN(c2ccccn2)CC1	-5	3	3	-17	-6	7	-1	-0.1	i	i
3	CCOC(=O)c1cc(S(=O)(=O)NCC2CCN(Cc3cccc(C)c3)CC2)cn1C	16	3	-2	1	-1	-6	2	-0.7	i	i
4	CC(=O)Nc1ccccc1C(=O)C(=O)Nc1ccc(F)c(Cl)c1	0	0	1	-5	-4	-3	2	1.6	i	i
5	CC(C)CNc1ncnc2c1ncn2[C@H]1CN(C2CCCC2)C[C@@H](CO)O1	-3	0	-1	/	-3	-2	2	-1.7	i	i
6	O=C(c1cc(-c2ccc(Cl)cc2)on1)N1CCOCC1	4	-2	-2	-6	2	-3	4	-1.4	i	i
7	COc1ccc2c(c1)[nH]c1c(=O)n(CCCn3ccnc3)cnc12	-1	2	3	-15	-3	-12	0	0.0	i	i
8	CCC(CC)NC(=O)c1cccc([N+](=O)[O-])c1C	-2	5	-1	-1	3	2	-2	-1.3	i	i
9	CC(=O)c1cc(Cl)ccc1OCC(=O)Nc1cccc(S(=O)(=O)N2CCCC2)c1	3	-2	1	-10	0	-2	2	1.1	i	i
10	Cc1ccc(S(=O)(=O)CCN2CCC(O)(c3ccccc3)CC2)cc1	1	-1	0	-7	2	-2	-1	-1.2	i	i
11	CNC(=O)C(=O)Nc1ccc(C)cc1C	4	3	-2	-6	8	-3	2	-2.2	i	i
12	COc1ccc(-c2cc(C(=O)Nc3ccc(OC)cc3OC)no2)cc1	2	5	-1	-7	1	-2	0	-0.7	i	i
13	Cc1ccc(-n2c(SCC(N)=O)nnc2-c2ccco2)cc1	1	2	-2	-6	4	-5	-1	-1.1	i	i
14	NC(=O)C[C@@H]1N[C@]2(C(=O)Nc3ccccc32)[C@@H]2C(=O)N(c3cc(C(F)(F)F)ccc3Cl)C(=O)[C@H]12	2	-7	3	-10	1	-5	-1	-0.4	i	i
15	Cn1c(CCc2ccccc2)nnc1SCC(=O)N1CCOCC1	-7	2	-2	10	2	-2	5	-1.9	i	i
16	COc1ccc(C(=O)CC(=O)C(=O)Nc2ccc(Cl)cc2)cc1	-4	0	1	-21	-13	-5	-1	-2.0	i	i
17	c1ccc(NCCC2OCC3(CO2)COC(CCNc2ccccc2)OC3)cc1 (centres undefined)	2	-17	1	-10	-1	-2	0	-2.6	i	i
18	COc1ccc(-c2sc3ccc(N4CCOCC4)cc3c2C#CC(C)(C)O)cc1	-7	-16	3	-2	-7	-8	1	4.3	/	i
19	O=C(CSc1nc2ccc(Cl)cc2[nH]1)Nc1ccc2c(c1)CCC2	0	-20	2	5	2	5	-2	2.4	i	i
20	COCCN1C(=O)N[C@@H](c2ccccc2)[C@H](C(=O)OC)[C@H]1C	-1	9	0	-8	2	-1	1	-2.9	i	i
21	COn1c(-c2ccccc2)nc2c1CCc1nonc1-2	-1	2	-2	0	-2	-2	0	-0.5	i	i
22	O=C(c1ccc(NC2=NC3CS(=O)(=O)CC3S2)cc1)N(CCO)Cc1ccccc1 (centres undefined)	-1	1	8	-5	-1	-3	4	0.3	i	i
23	CCOC(=O)CNC(=O)CSc1nnc(-c2ccccc2OC)n1CC	3	-1	3	18	-3	2	-1	-2.0	i	i
24	COc1ccc(C)cc1S(=O)(=O)NC(C)c1cnn(-c2ccccn2)c1C (centres undefined)	-2	-10	-1	-7	3	-9	1	2.3	i	i
25	O=[N+]([O-])c1ccc(C=Nc2cccc3ccccc23)s1	11	-21	1	-6	8	0	-2	0.3	/	i

# One compound at a time, from the list above. Values in the order: CSN deneddyl inh, DNMT1 inh, STEP block, Scp1 inh, SUMO1 PPI mod, NadD inh, Rin1 Abl inh, LMPTP block, Neddylation inh, Rpn11 inh
# Results for COc1ccc(-c2sc3ccc(N4CCOCC4)cc3c2C#CC(C)(C)O)cc1 : -7, -16, 3, -2, -7, -8, 1, 4.3, /, i
# Results for O=[N+]([O-])c1ccc(C=Nc2cccc3ccccc23)s1 : 11, -21, 1, -6, 8, 0, -2, 0.3, /, i
# Results for CC(=O)Nc1ccccc1C(=O)C(=O)Nc1ccc(F)c(Cl)c1 : 0, 0, 1, -5, -4, -3, 2, 1.6, i, i
# Results for CNC(=O)C(=O)Nc1ccc(C)cc1C : 4, 3, -2, -6, 8, -3, 2, -2.2, i, i

# Continuation.
item	SMILES	CSN deneddyl inh	DNMT1 inh	STEP block	Scp1 inh	SUMO1 PPI mod	NadD inh	Rin1 Abl inh	LMPTP block	Neddylation inh	Rpn11 inh
26	COc1ccc(NC(=S)N2CCCC(CO)C2)c(OC)c1 (centres undefined)	4	1	-2	-13	-1	4	-3	-0.3	i	i
27	CN(C)S(=O)(=O)c1ccc(Cl)c(-c2nnc3n2CCCCC3)c1	2	-1	1	-7	6	-1	6	0.1	i	i
28	Cc1nc2ccccn2c1C(=O)CSc1ccccc1	-1	0	-2	-7	3	-2	-1	-0.5	i	i
29	Cc1nc(NC(=O)c2ccccc2)sc1-c1cc(C(=O)O)nn1Cc1ccccc1	4	4	4	/	11	4	0	-1.4	i	i
30	CC(NC(=O)C12CC3CC(CC(O)(C3)C1)C2)c1ccc(Cl)cc1Cl (centres undefined)	1	1	2	-4	-5	7	-4	-0.2	i	i
31	CNc1ncc(Cc2ccccc2)s1	-1	6	-4	-9	0	-4	-1	-0.6	i	i
32	COc1cc(SC)ccc1C(=O)Nc1cccc(S(=O)(=O)NC2=NCCC2)c1	-1	-4	-2	10	5	5	-1	1.2	i	i
33	Cc1ccc2c(c1)[C@H]1[C@H](CO2)[C@H](c2ccccc2)[C@]2(C)C(=O)Nc3ccc(F)cc3C(=O)N12	2	-4	1	-17	0	11	-2	1.9	i	i
34	CC1=NOC(=O)/C1=C\c1ccc(-c2ccc(Cl)cc2Cl)o1	23	91*	3	9	53*	26	-2	6.7	i	i
35	CC(Sc1ccccc1F)C(=O)Nc1cccc(S(=O)(=O)N2CCOCC2)c1 (centres undefined)	6	6	3	-7	3	-1	0	-0.5	i	i
36	O=C(CN1C(=O)c2ccccc2S1(=O)=O)NCc1cccnc1	0	-1	-3	2	-5	-2	2	0.3	i	i
37	O=C(Nc1ccccc1N1CCN(C(=O)c2ccccc2)CC1)c1cc(Br)ccc1Cl	8	-1	0	5	-2	8	3	1.6	i	i
38	CC(C)[C@H](NC(=O)N1CC(=O)Nc2ccccc21)C(=O)N[C@H](Cc1ccccc1)C(=O)O	1	-1	-1	-1	2	6	2	-2.1	i	i
39	COCCN(Cc1cccs1)S(=O)(=O)c1ccc(-c2ccc(=O)[nH]n2)s1	6	-3	6	-1	-29	-5	0	1.5	i	i
40	COc1nc(N(C)C)nc(N(OC)S(=O)(=O)c2ccccc2Cl)n1	-6	2	2	5	11	-3	2	-2.6	i	i
41	CC(Cc1cccnc1)NC(=O)c1ccccc1OC1CCN(S(C)(=O)=O)CC1 (centres undefined)	7	4	2	12	-1	-1	2	-0.6	i	i
42	O=C(CCC1CCN(C(=O)c2ccccc2Cl)CC1)NCc1ccc(F)cc1	-3	1	0	-2	1	-2	-1	-0.9	i	i
43	OC1CCN(Cc2nc(Cc3ccccc3Cl)no2)CC1	4	0	-2	-7	45*	-5	3	-0.8	i	i
44	CC(OC(=O)c1ccc(S(=O)(=O)NCc2ccco2)cc1)C(=O)Nc1ccccc1 (centres undefined)	1	-4	-2	5	-3	0	1	0.7	i	i
45	CN(Cc1cnccn1)Cc1cn(Cc2ccccc2)nc1-c1ccc2c(c1)OCO2	2	0	12	-5	-3	3	3	-0.3	i	i
46	CCc1ccc(C(C)NC(=S)NC2CCCCC2)cc1 (centres undefined)	1	2	1	1	0	4	-8	0.6	i	i
47	CCOC(=O)c1cc2c(=O)n3ccccc3nc2n(CC2CCCO2)c1=NC(C)=O (centres undefined)	2	2	2	5	-11	2	-7	0.2	i	i
48	CC(C)C(c1nnnn1C1CCCC1)N1c2ccccc2CC1C (centres undefined)	-3	-4	-2	-3	-2	0	-1	-1.5	i	i
49	CCOC(=O)NCc1cc(-c2nn(C)c(=O)c3ccccc23)ccc1C	5	-6	-3	-2	2	-7	-1	0.0	i	i
50	CN(C)C(=O)CSc1n[nH]c(=O)n1CCc1ccccc1	4	0	-2	-6	5	-4	2	-1.3	i	i
51	Cc1nn(-c2cccc(Cl)c2)c2c1C(c1ccncc1)C(C#N)=C(N)O2 (centres undefined)	2	-12	-2	-4	16	4	1	1.5	i	i
52	Cc1ccc(C(=O)CCc2ccc(N)cc2)cc1	-2	0	2	-13	3	-4	3	0.0	i	i
53	O=c1c2ccccc2cnn1-c1ccc(Cl)nn1	-8	2	-2	-1	2	-2	-1	1.6	i	i
54	N#CCCN(CCC#N)C(=O)C1c2ccccc2Oc2ccccc21	-61	5	-2	-2	5	0	3	-0.5	i	i
55	O=c1[nH]cnc2c1c(-c1ccccc1)cn2-c1cccc(Cl)c1	-7	-6	-1	-13	3	-1	2	2.2	i	i
56	Clc1ccc(Cl)c(Oc2ccc(Oc3nc(Cl)ccc3Cl)cc2)n1	0	1	-1	11	-3	3	-4	3.0	i	i
57	CS(=O)(=O)Nc1cccc(C(=O)OCCCOc2ccc(F)cc2)c1	0	-6	-3	-17	8	-9	2	1.2	i	i
58	Cc1ccc(C(=O)Nc2ccccc2-c2ccccc2)cc1[N+](=O)[O-]	1	4	-2	-13	-13	8	1	0.6	i	i
59	CCOC(=O)[C@H]1[C@H]2COc3ccc(OC)cc3[C@@H]2N2C(=O)c3cc(OC)c(OC)cc3NC(=O)[C@@]12C	0	-2	1	8	3	3	-1	-0.4	i	i
60	COc1ccc(OC)c(/C=N/NC(=O)c2cc3c(OC)c(OC)ccc3[nH]2)c1	15	-5	3	-6	6	7	1	3.4	i	i
61	CSCCC(NS(=O)(=O)c1ccccc1)C(=O)OC(C)C(=O)Nc1ccc(Cl)cn1 (centres undefined)	2	-1	1	-3	-4	2	-3	-0.2	i	i
62	CCOC(=O)c1cccc(NC(=O)Cn2nc(C)n3cccc3c2=O)c1	10	-2	0	-11	6	-2	-4	0.5	i	i
63	O=C(O)c1ccc(N2C(=O)c3cccc(Oc4ccc(Cl)cc4)c3C2=O)cc1	5	0	-1	-3	-16	0	4	-0.9	i	i
64	Cc1ccccc1NC(=O)NCCc1ccc(Cl)cc1	5	0	1	-6	2	3	2	-1.3	i	i
